# FBPA coupling cs: coupling enzyme interference in Giardia aldolase counter-screen; actives 0.67% (n = 290,000); coupling enzyme system counterscreen, AmpLite Red fluorescence; activity change, negative = inhibition, % at 58.2 µM, hits read low; AID 2472; in the data active means activity change below about -30%
#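 Counterscreen lacking aldolase: glyceraldehyde-3-phosphate coupling-enzyme reagent preincubated 10 min at RT with compound (at 57.5 uM final), then substrate/coupling system with AmpLite Red added; fluorescence read at 525/598 nm after 20 min RT.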
# GALK inh: inhibitors of human galactokinase; P51570; Purified GALK, Kinase-Glo residual ATP luminescence; Potency, µM (top dose mostly 57.5 µM), for the others: at the highest dose activity change, negative = inhibition, actives largely listed as inhibitors; actives 0.007% (n = 270,000); AID 1868; further: potency means the concentration at half of the fitted maximal effect
# Target sequence (P51570 whole entry, looked up): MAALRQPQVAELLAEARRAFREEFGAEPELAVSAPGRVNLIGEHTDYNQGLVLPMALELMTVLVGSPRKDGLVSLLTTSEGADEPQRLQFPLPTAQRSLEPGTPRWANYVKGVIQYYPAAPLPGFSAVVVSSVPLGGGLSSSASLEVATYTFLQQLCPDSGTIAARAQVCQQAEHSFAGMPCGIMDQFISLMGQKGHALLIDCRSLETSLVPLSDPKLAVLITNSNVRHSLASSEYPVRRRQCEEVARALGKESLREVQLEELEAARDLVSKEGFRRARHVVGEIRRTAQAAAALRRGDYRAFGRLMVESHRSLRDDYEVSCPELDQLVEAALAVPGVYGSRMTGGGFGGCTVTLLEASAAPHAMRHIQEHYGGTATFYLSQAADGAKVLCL
#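 Galactose (100 uM) and ATP (35 uM) were turned over by 5 nM GALK for 1 h at RT. Kinase-Glo Plus then converted the remaining ATP into a luminescent signal.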
# PKM2 activator: activators of human pyruvate kinase M2; P14618; purified PKM2, Kinase-Glo ATP luminescence, activation; response scale: 0% is enzyme alone, no compound; Potency, µM (highest dose often 57.5 µM), for inactives: at the top dose activation, hits mostly activators; actives 0.34% (n = 260,000); AID 1631; further: potency means the concentration at half of the fitted maximal effect; nearly all actives have a fitted effect of over 55% in size
#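 ATP formation by purified human PK-M2, quantified via coupled luciferase luminescence after 1 h at room temperature with 0.1 mM ADP and 0.5 mM PEP final.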
# hERG WT inh: KCNH2 (human, wildtype) channel inhibition; Q12809; U2OS, BacMam KCNH2, thallium flux FluxOr; stronger effect = lower value; actives 0.37% (n = 340,000); AID 720551; activity change, % at 1.84 µM;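 active means maximum activity change below -70%; inconclusive means maximum activity change between -70% and -50%; inactive means maximum activity change above -50%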
#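 U2OS cells transduced with wild-type KCNH2 virus are loaded with FluxOr dye for 45 min, and thallium flux is measured in kinetic reads before and after stimulation buffer. Rate constants are normalized to DMSO controls.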
# B2AR arrestin: recruits beta-arrestin to the human beta2-adrenergic receptor; P07550; beta-arrestin recruitment to beta2AR, cell-based reporter; Potency, µM (doses to about 46.1 µM), without a hit: top-dose activation, hits mostly activators; actives 0.02% (n = 330,000);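 further: potency means the concentration at half of the fitted maximal effect; 0% = DMSO controls and full agonism = EC100 isoproterenol or metaproterenol; nearly all actives have a fitted effect of over 65% in size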
# USP2a inh: USP2a (human) protease inhibition. Potency, µM (series often up to 38.3 µM), for inactives: at the top dose activity change, negative = inhibition, usual class: inhibitors. USP2 core, Ub-CHOP2 coupled fluorogenic reporter, 485/531. actives 0.01% (n = 330,000). AID 463254;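 further: potency means the concentration at half of the fitted maximal effect; plate controls were DMSO wells for no effect and full inhibition by NEM control for full effect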
#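 Cell-free coupled assay: 10nM USP2 core preincubated 30min RT with compound in Tris-HCl pH 8.0/CaCl2/CHAPS buffer, then 25nM Ub-CHOP2 and 25nM reporter substrate; fluorescence (Ex 485/Em 531) read after 60min RT, normalized to NEM inhibition, concentration-response curves fitted.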
# uPA surface inh: blocks generation of uPA at the cell surface | cell surface uPA generation assay, qHTS | actives 0.31% (n = 330,000) | Potency, µM (top dose mostly 38.3 µM), for inactives: at the highest dose activity change, negative = inhibition, actives largely listed as inhibitors; active means well fitted inhibition curve with a large enough effect; inconclusive means small, poorly fitted or top-dose-only effect; inactive means no such curve, though single readings can be large or run the other way; tested in mouse RAW 264.7 cells; further: potency means the concentration at half of the fitted maximal effect; nearly all actives have a fitted effect of over 55% in size
# Eya2 phos inh: blocks the phosphatase activity of human Eya2. recombinant Eya2, OMFP fluorescence dephosphorylation (OMFP is methylfluorescein phosphate). Potency, µM (doses to about 76.9 µM), without a hit: top-dose activity, negative = inhibition, most hits filed as inhibitors. actives 0.006% (n = 330,000). AID 488837; further: potency means the concentration at half of the fitted maximal effect
# Target sequence (O00167 whole entry, looked up): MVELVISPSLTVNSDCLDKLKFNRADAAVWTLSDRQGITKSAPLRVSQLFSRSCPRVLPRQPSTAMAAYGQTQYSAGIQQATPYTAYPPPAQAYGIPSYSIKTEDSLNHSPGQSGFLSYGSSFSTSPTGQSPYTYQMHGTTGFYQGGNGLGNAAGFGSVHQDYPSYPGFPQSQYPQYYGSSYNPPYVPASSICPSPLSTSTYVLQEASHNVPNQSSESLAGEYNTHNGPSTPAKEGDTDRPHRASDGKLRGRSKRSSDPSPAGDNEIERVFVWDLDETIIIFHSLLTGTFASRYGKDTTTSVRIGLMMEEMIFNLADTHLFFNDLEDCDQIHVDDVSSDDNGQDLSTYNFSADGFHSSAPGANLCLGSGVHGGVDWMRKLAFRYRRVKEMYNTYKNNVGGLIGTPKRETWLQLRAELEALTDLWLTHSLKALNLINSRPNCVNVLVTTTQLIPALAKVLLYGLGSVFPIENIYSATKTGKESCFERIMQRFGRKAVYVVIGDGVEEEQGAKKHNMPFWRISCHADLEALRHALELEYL
#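 Eya2 (0.2 uM) preincubated 10 min at ambient with compound, then OMFP substrate added at 50 uM; 10 min reaction in 50 mM HEPES pH 7.5, 50 mM NaCl, 5 uM MgCl2, 0.05% BSA, 1 mM DTT. Fluorescence read at Ex 485/Em 525 nm.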
# Giardia kill: kills Giardia lamblia | Giardia lamblia trophozoite viability | activity change, % at 7.66 µM, hits read low | actives 0.15% (n = 340,000) | AID 540267; in the data active means activity change below about -80%; inconclusive means between about -30% and that limit;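 further: parasites exposed to compound for two days anaerobically before the ATP read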
#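 ATP-content bioluminescence gauges trophozoite survival. Cells (100/well) receive compound and incubate anaerobically for 48 hrs at 37 deg C; detection reagent follows for 15-30 min at room temperature.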
# Chronic BCR inh: inhibitors of chronic active B-cell receptor signaling | ABC-DLBCL IkBa-CBG/CBR reporter, luminescence ratio, 4 h | Potency, µM (series often up to 46.1 µM), inactives show top-dose ratio change, negative = lower green/red ratio, hits mostly inhibitors | actives 0.05% (n = 340,000) | AID 493014; active means well fitted inhibition curve with a large enough effect in the signal ratio, with a control signal flat, not every such curve was filed as active; inconclusive means small, poorly fitted or top-dose-only effect, or effect the other way, or a change in a side signal; the % refers to the signal ratio;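 further: potency means the concentration at half of the fitted maximal effect; plate controls were basal doxycycline-induced cells for no effect and cells given 10 µM MG132 for full effect; MG132 reads +100%, hits lower the ratio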
#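 Doxycycline induced both beetle luciferases in TMD8 lymphoma cells; IKK-driven degradation limits the IkappaBalpha-fused green signal, while red luminescence normalises for cell number and nonspecific effects. Compounds tested up to 46 uM, 4 hrs.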
# KCNH2 3.1 block: blocks the human KCNH2 3.1 channel isoform | U2OS KCNH2 3.1, thallium flux FluxOr; stronger effect = lower value | activity change, % (tested at about 1.8 µM) | actives 0.95% (n = 340,000) | AID 720553;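 active means maximum activity change below -70%; inconclusive means maximum activity change from -70% to -50%; inactive means maximum activity change above -50%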;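 further: thallium influx rate constant from kinetic fluorescence after stimulation buffer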
#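 U2OS cells transduced with KCNH2 3.1 mutant virus (1.77 x 10^8 /mL, 4 h), plated overnight at 37 C, loaded 45 min with FluxOr dye plus Red40 quencher. Thallium flux rate constant from kinetic reads after stimulation buffer, normalised to controls.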
# An asterisk follows results filed as active; ? = inconclusive; · = not tested or not shown; & = joins results of further samples; [ ] = remark or other dose. Unless noted, the call rests on the fitted dose curve; in most records, active means well fitted curve in the direction sought with a large enough effect; inconclusive means small, poorly fitted or top-dose-only effect, or another doubt; inactive means no such curve, though single readings can be large; an effect the other way counts as inactive or inconclusive. Unless noted, on the % scale 0 is the no-effect control and ±100 the full control effect.
smiles	FBPA coupling cs	GALK inh	PKM2 activator	hERG WT inh	B2AR arrestin	USP2a inh	uPA surface inh	Eya2 phos inh	Giardia kill	Chronic BCR inh	KCNH2 3.1 block
C=CCn1c(=NC(=O)c2cc(Cl)sc2Cl)sc2cc(S(N)(=O)=O)ccc21	0	-4%	-1%	-2	-0.3%	-2%	20%	0%	6	9%	1
CCN(CC)S(=O)(=O)c1ccc(N2CCOCC2)c(NC(=O)CN2C(=O)NC(C)(c3ccccc3)C2=O)c1 (stereo unspecified)	·	·	·	0	0.2%	-1%	-1%	14%	4	-17%	-8
CCOc1ccc(C(=O)OCc2nnc(-c3cccs3)o2)cc1OC	6	3%	0%	3	2.9%	0%	-1%	3%	2	-5%	1
COc1cc(OC)cc(C(=O)N[C@H](C(=O)Nc2c(C)n(C)n(-c3ccccc3)c2=O)C(C)C)c1	·	·	·	-10	0.5%	1%	5%	8%	2	1%	3
CCN(CC)CCCNc1nc(-n2nc(C)cc2C)nc2sc3c(c12)CC(C)(C)OC3	1	-1%	-10%	-1	-0.1%	1%	-9%	-28%	9	?	-8
COc1cccc(OC)c1C(=O)O/N=C(\N)c1ccncc1	1	5%	-5%	-1	-0.6%	1%	-6%	-12%	-8	-2%	-7
Cn1cc(-c2nnnn2-c2ccc(Cl)cc2)c(C(F)(F)F)n1	-1	-6%	5%	12	0.0%	1%	-3%	7%	-4	9%	1
NC(=O)C1CCN(C(=O)c2ccc3nc(N4CCCCC4)sc3c2)CC1	3	-1%	7%	-5	0.3%	1%	-3%	1%	-17	?	-10
COc1cc(/C=C/C(=O)Nc2cc(S(=O)(=O)N3CCOCC3)ccc2N2CCCC2)cc(OC)c1OC	3	-1%	7%	-2	-0.8%	8%	-7%	3%	15	-2%	3
O=C(NC1CCN(S(=O)(=O)c2ccc(Cl)c(F)c2)CC1)c1cccnc1	3	2%	·	-5	-0.4%	9%	-1%	1%	13	-3%	-6
COc1ccc(NC(=O)CC2C(=O)N(C)C(=S)N2Cc2ccc3c(c2)OCO3)cc1 (stereo unspecified)	-3	-3%	-1%	5	-1.0%	1%	2%	3%	0	-1%	4
NS(=O)(=O)c1ccc(-c2ccc(C=C3C(=O)c4ccccc4C3=O)o2)cc1	1	·	0%	8	-0.9%	2%	8%	4%	-14	13%	8
O=C1C(=O)N(c2nccs2)C(c2ccccc2F)/C1=C(\O)c1ccc2c(c1)OCCO2 (stereo unspecified)	·	5%	·	3	0.0%	3%	?	-3%	-4	0%	1
CCOC(=O)/C(C#N)=C\c1ccc(OCC(=O)Nc2ccc(C)cc2C)c(OC)c1	1	-1%	-5%	5	-0.1%	-1%	2%	1%	38[activator]	9%	-16
Cc1cc(NC(=O)Nc2cccs2)no1	2	-1%	2%	-2	0.0%	2%	-3%	-28%	-11	?	-2
O=C(COC(=O)c1ccc(Br)cc1)Nc1cccnc1Cl	·	·	·	5	0.0%	1%	-30%	-21%	-4	2%	6
Cc1cc(C)n(CNc2nc(C(F)(F)F)cs2)n1	5	-1%	0%	-9	-0.1%	-9%	10%	11%	1	-1%	9
CCN(C[C@H]1N[C@@](C)(C(=O)OC)[C@H]2C(=O)N(Cc3ccccc3)C(=O)[C@@H]12)S(=O)(=O)c1ccc(C(C)(C)C)cc1	·	·	·	1	-0.7%	-3%	1%	6%	6	-1%	-8
CCOC(=O)CN1C(=O)N[C@@H](c2ccc(Br)cc2)C(C(C)=O)=C1C	6&-4	·	-2%	·	-1.5%	-1%	·	3%	·	-2%	·
CCCC(=O)OCC(=O)Nc1ccc([N+](=O)[O-])cc1C#N	0	-2%	-5%	-1	-0.5%	-1%	1%	22%	6	-5%	-15

# (listing goes on)
smiles	FBPA coupling cs	GALK inh	PKM2 activator	hERG WT inh	B2AR arrestin	USP2a inh	uPA surface inh	Eya2 phos inh	Giardia kill	Chronic BCR inh	KCNH2 3.1 block
CCOc1ccc(S(=O)(=O)Nc2cccc(C(=O)NCCCN3CCOCC3)c2)cc1	·	·	·	-4	0.0%	1%	-12%	-2%	4	7%	8
O=C(Cc1ccccc1)Nc1cccnc1	0	0%	2%	-7	0.5%	0%	-2%	-2%	12	4%	-4
Cc1ccc(NC(=O)Cn2c(=O)n(CCC(=O)NC3CCN(Cc4ccccc4)CC3)c(=O)c3ccccc32)cc1	-1	-2%	0%	19	-0.1%	3%	1%	1%	20	2%	17
CC(N)=Nc1ccc([N+](=O)[O-])cc1	2	2%	-2%	-1	-1.0%	0%	1%	2%	-9	0%	0
O=C(CSc1nccc(=O)[nH]1)Nc1ccc(F)c([N+](=O)[O-])c1	5	2%	-5%	16	-0.4%	2%	3%	7%	-22	1%	-13
C/C(=N\NC(=O)C1(C)CC1(Br)Br)c1ccc([N+](=O)[O-])cc1 (stereo unspecified)	2	6%	-18%	3	-0.4%	1%	4%	-3%	4	0%	1
COc1ccc(C(=O)C2CCCN(Cc3ccc(C#CCCO)cc3)C2)cc1F (stereo unspecified)	0	5%	-7%	2	6.1%	-4%	-3%	-4%	-3	?	-15
COc1ccc(OC)c(/C=C2\SC(N3CCCC(C)C3)=NC2=O)c1 (stereo unspecified)	-1	0%	·	10	-0.4%	2%	-5%	0%	-27	-8%	-1
Cc1cc(Nc2c(C)n(C)n(-c3ccccc3)c2=O)c2ccccc2n1	2	-1%	-5%	4	-0.5%	1%	8%	-1%	5	1%	-31
CC(C)(C)NC(=O)C(c1ccncc1)N(Cc1cccs1)C(=O)Cn1nnc(-c2cccs2)n1 (stereo unspecified)	-10	1%	5%	9	0.3%	2%	?	13%	-1	-2%	-1
COc1ccc(-c2nc3c(-c4ccc(Cl)cc4)cnn3cc2C)cc1F	0	1%	0%	1	-0.8%	1%	17%	-4%	0	2%	-10
COc1ccc(NC(=O)Nc2cccc3cccnc23)cc1	-4	2%	-12%	10	-0.2%	0%	-23%	23%	-13	?	8
CNC(=O)CN(c1cc([N+](=O)[O-])ccc1OC)S(C)(=O)=O	-2	3%	-8%	1	2.6%	0%	1%	-2%	-4	?	-6
CCC(=Nc1ccccc1OC)C1=C(O)CC(c2ccccc2)CC1=O (stereo unspecified)	6	0%	1%	-21	-0.2%	1%	1%	-5%	6	2%	-5
Cc1cc(NC(=O)CCC(=O)N(CC(=O)NCC2CCCO2)Cc2ccc(F)cc2)no1 (stereo unspecified)	1	0%	2%	-16	0.1%	-1%	2%	-1%	-2	-11%	-8
COc1ccc(NCCC#N)cc1	-7	1%	8%	-13	-0.9%	-1%	6%	32%	-3	12%	-2
COc1ccc(C2C=C(c3ccccc3)Nc3nnnn32)cc1 (stereo unspecified)	0	-2%	-3%	-3	2.2%	1%	0%	-17%	-3	?	-43
CCN(CC)CCCCCOc1ccccc1OC	0	3%	-3%	-9	-0.6%	-1%	·	16%	-14	4%	-4
COc1cc(/C=C/C(=O)OCC(=O)NCc2cccs2)ccc1OCC#N	4	1%	-6%	-9	0.1%	-6%	-1%	1%	-4	-2%	-7
CCCCN(CCCC)C(=O)c1sc2nc(N3CCOCC3)c3c(c2c1N)CCCC3	-3	-2%	6%	-12	0.6%	1%	15%	-7%	-1	11%	-7
Cc1nn(C)c(C)c1CNC(=O)c1cnn2c1NC(c1ccccc1)CC2C(F)(F)F (stereo unspecified)	0	-1%	1%	-8	1.8%	-1%	11%	8%	12	-2%	0

# Record cards (already shown):
# C/C(=N\NC(=O)C1(C)CC1(Br)Br)c1ccc([N+](=O)[O-])cc1 (stereo unspecified) is entered as FBPA coupling cs: 2; GALK inh: 6%; PKM2 activator: -18%; hERG WT inh: 3; B2AR arrestin: -0.4%; USP2a inh: 1%; uPA surface inh: 4%; Eya2 phos inh: -3%; Giardia kill: 4; Chronic BCR inh: 0%; KCNH2 3.1 block: 1
# O=C(NC1CCN(S(=O)(=O)c2ccc(Cl)c(F)c2)CC1)c1cccnc1 is entered as FBPA coupling cs: 3; GALK inh: 2%; PKM2 activator: ·; hERG WT inh: -5; B2AR arrestin: -0.4%; USP2a inh: 9%; uPA surface inh: -1%; Eya2 phos inh: 1%; Giardia kill: 13; Chronic BCR inh: -3%; KCNH2 3.1 block: -6

# In a second layout: results already given
# Every second line gives: FBPA coupling cs | GALK inh | PKM2 activator | hERG WT inh | B2AR arrestin | USP2a inh | uPA surface inh | Eya2 phos inh | Giardia kill | Chronic BCR inh | KCNH2 3.1 block
> Cc1cc(NC(=O)CCC(=O)N(CC(=O)NCC2CCCO2)Cc2ccc(F)cc2)no1 (stereo unspecified)
 : 1 | 0% | 2% | -16 | 0.1% | -1% | 2% | -1% | -2 | -11% | -8
> COc1ccc(NCCC#N)cc1
 : -7 | 1% | 8% | -13 | -0.9% | -1% | 6% | 32% | -3 | 12% | -2

# High-throughput results deposited in PubChem by National Center for Advancing Translational Sciences (NCATS).
